Bioassay records deposited in PubChem BioAssay by Sanford-Burnham Center for Chemical Genomics.
Apaf1 inhib: inhibitors of human Apaf-1 apoptosome | reconstituted apoptosome caspase-3 activity, DEVD-Rh110 fluorescence | inhibition, % at 20 µM | 330,000 tested, 0.71% active; active = inhibition of at least 40% at 20 µM;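 note: plate controls were DMSO wells for no effect and DEVD-CHO caspase inhibitor wells for full effect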
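System: Apoptosome proteins | Medium: Hepes pH 7.5 with detergent and BSA | Also added: Cytochrome c trigger plus (Z-DEVD)2-Rh110 caspase-3 substrate | Incubation: 30 min compound preincubation, 50 min activation, room temperature | Detection: Rhodamine 110 fluorescence at Ex 480/Em 540 nm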
HKDC1 inh: blocks human hexokinase HKDC1 activity. AID 493160. 340,000 tested, 0.16% active. inhibition, % at 20 µM. recombinant HKDC1, G6PDH/diaphorase resazurin coupled fluorescence;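 active = inhibition above about 35% when tested at 20 µM, limit read from the data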;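 note: plate controls were DMSO wells with enzyme for no effect and DMSO wells lacking enzyme for full effect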
Target sequence (Q2TB90 whole entry, looked up): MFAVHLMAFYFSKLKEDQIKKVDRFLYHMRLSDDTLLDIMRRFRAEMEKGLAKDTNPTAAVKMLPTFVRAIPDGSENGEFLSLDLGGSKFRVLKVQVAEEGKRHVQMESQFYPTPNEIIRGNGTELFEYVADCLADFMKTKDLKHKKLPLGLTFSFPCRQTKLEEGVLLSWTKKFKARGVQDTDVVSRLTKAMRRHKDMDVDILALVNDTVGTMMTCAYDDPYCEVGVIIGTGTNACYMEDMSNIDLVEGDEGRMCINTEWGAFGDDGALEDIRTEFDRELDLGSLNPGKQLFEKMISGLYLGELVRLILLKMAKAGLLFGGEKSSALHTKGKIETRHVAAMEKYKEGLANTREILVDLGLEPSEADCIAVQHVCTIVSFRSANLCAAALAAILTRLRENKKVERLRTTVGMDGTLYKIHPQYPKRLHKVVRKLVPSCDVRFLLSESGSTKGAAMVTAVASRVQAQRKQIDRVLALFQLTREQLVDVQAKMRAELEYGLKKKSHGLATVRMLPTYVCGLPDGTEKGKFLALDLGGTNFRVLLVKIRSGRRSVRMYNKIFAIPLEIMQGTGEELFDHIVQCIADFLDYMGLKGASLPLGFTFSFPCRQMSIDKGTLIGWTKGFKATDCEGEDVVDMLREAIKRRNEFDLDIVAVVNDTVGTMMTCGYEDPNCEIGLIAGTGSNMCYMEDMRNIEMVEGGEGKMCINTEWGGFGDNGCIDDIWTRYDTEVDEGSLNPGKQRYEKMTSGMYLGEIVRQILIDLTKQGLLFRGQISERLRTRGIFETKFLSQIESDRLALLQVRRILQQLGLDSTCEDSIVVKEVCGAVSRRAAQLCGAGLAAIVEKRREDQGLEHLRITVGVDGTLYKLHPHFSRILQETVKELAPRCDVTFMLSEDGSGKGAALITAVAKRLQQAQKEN
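Assay system: in-house recombinant HK5 (HKDC1) enzyme. Input: HKDC1 at 5 µg/mL. Medium: Tris pH 8.0 buffer with MgCl2, Tween-20, BSA, BME. Dosing: single 20 µM dose. Schedule: 90 min reaction incubation at room temperature, dark. Signal: resazurin-to-resorufin fluorescence via G6PDH and diaphorase coupling, 525/613 nm. Controls: DMSO-enzyme wells negative, buffer-substituted wells positive.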
Jurkat NFkB inh: lowers PMA/ionomycin-induced NF-kB signal in Jurkat cells; PMA/ionomycin-induced NF-kB luciferase reporter, luminescence; inhibition, % at 4 µM; 330,000 tested, 0.53% active
UBC13 polyUb: inhibitors of human UBC13 polyubiquitin chain formation; TR-FRET; inhibition, % at 20 µM; P61088; 330,000 tested, 0.47% active; in the data active = inhibition above about 45%, passing the limit was not always enough; inconclusive = no clear call, values can overlap the other calls
Gli-Sufu block: blocks Gli-Sufu signaling in a luciferase reporter. Sufu-KO-LIGHT fibroblasts, Gli luciferase reporter luminescence. inhibition, % at 5 µM. 340,000 tested, 0.74% active;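 active = inhibition above about 55%, limit read from the data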;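 note: 0% = DMSO-treated cells and 100% = wells with medium but no cells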
SENP7 inh: SENP7 protease inhibition | Q9BQF6 | inhibition, % at 5 µM | 330,000 tested, 1.5% active | recombinant SENP7, Z-RLRGG-aminoluciferin luminescence, 40 min;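 active = inhibition above about 50% at the single test dose, limit read from the data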;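 note: plate controls were DMSO with enzyme for no effect and no enzyme buffer wells for full effect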
697 NFkB inh: lowers PMA/ionomycin-induced NF-kB signal in 697 B cells; 697 B-cell NF-kB luciferase reporter, 16 h; inhibition, % at 4 µM; 330,000 tested, 0.33% active; in the data active = inhibition above about 35%
SENP8 inh: inhibitors of human SENP8 protease. purified SENP8, Z-RLRGG-aminoluciferin cleavage, luminescence. 330,000 tested, 1.2% active. AID 2540. inhibition, % at 10 µM. Q96LD8
Starred values were filed as active, the others as inactive; ? = inconclusive. Cut-off read from the data, not from the text of the source, unless noted: active = inhibition above about 50%; inactive = the rest.

entry	compound	Apaf1 inhib	HKDC1 inh	Jurkat NFkB inh	UBC13 polyUb
1	CCOC(=O)C1=C(CC)Nc2ccccc2N=C1NC(=O)c1cc(S(=O)(=O)N2CCOCC2)ccc1C	0	-11	-3	-7
2	CC1CCCC(C)N1C(=O)COC(=O)c1cccc(S(=O)(=O)N(C)c2ccccc2)c1 (centres undefined)	4	-2	2	3
3	O=C(Nc1ccc2oc(-c3ccncc3)nc2c1)c1c(F)c(F)c(F)c(F)c1F	4	-5	4	0
4	COc1cccc(CNC(=O)c2ccc(NC(=O)CC3SC(N4CCCC4)=NC3=O)cc2)c1 (centres undefined)	-5	5	-1	5
5	CSc1ccc(CCNS(=O)(=O)c2ccc3c(c2)C(C)(C)C(=O)N3C)cc1	-1	-3	-9	-5
6	Cc1nn(C(C)(C)C)c(C)c1/C=N/OC(=O)Nc1ccc(Cl)c(Cl)c1	0	3	11	2
7	O=C(NCCN1C(=O)C2C3C=CC(C3)C2C1=O)N1CCCCC1 (centres undefined)	1	-1	5	-3
8	CC(C(=O)Nc1ccc(F)c(F)c1F)N(C)CCOc1ccccc1 (centres undefined)	8	-2	11	7
9	CCn1cc(CNC(=O)CC2C(=O)NCCN2CC(c2ccccc2)c2ccccc2)cn1 (centres undefined)	13	-6	-11	-3
10	CSc1nsc(SC)c1NC(=O)OCC1CCCO1 (centres undefined)	-11	7	-6	1

entry	Gli-Sufu block	SENP7 inh	697 NFkB inh	SENP8 inh
1	-7	7	-13	0
2	-5	-2	9	1
3	-12	2	8	-2
4	-8	-6	16	2
5	11	15	-1	-11
6	88*	44	52*	43
7	-4	-9	12	-6
8	8	-10	12	-3
9	-1	-10	11	-9
10	-8	3	12	5

The list goes on, starting with the last two of the part before.
entry	compound	Apaf1 inhib	HKDC1 inh	Jurkat NFkB inh	UBC13 polyUb
9	CCn1cc(CNC(=O)CC2C(=O)NCCN2CC(c2ccccc2)c2ccccc2)cn1 (centres undefined)	13	-6	-11	-3
10	CSc1nsc(SC)c1NC(=O)OCC1CCCO1 (centres undefined)	-11	7	-6	1
11	CC(=O)c1ccccc1C(=O)N1CCCC(CNC(=O)c2ccccc2Cl)C1 (centres undefined)	-3	-5	-4	5
12	CC(=O)Nc1ccc(C2C(=O)c3ccccc3C2=O)cc1	-11	0	-5	-15
13	COc1ccc(-n2cc(CNCC3CC(=O)N(C4CC4)C3)c(-c3ccccc3Cl)n2)cc1 (centres undefined)	1	-12	6	6
14	CC(=O)N(Cc1cc(=O)[nH]c2ccccc12)c1ccc(C)cc1C	7	-3	-12	-1
15	NC(=O)NCCc1ccccc1	-8	-6	-7	5
16	Cc1ccc(-c2noc(CCC(=O)Nc3cccc(C#N)c3)n2)cc1	-10	-4	19	6
17	COn1c(=O)c(-c2ccc(C)cc2)[n+]([O-])c2ccccc21	7	1	-9	2
18	CCOc1ccc(OCCC(=O)Nc2ccc(F)cc2C)cc1	6	1	3	9
19	COc1cc(C(CCN2CCOCC2)c2c(OC)cc(OC)c3c2OC(=O)CC3c2ccc(N(C)C)cc2)cc(OC)c1OC (centres undefined)	20	2	-2	13
20	Cc1ccc(/C=N/c2sc3c(c2C#N)CCC3)o1	5	0	-5	-4

entry	Gli-Sufu block	SENP7 inh	697 NFkB inh	SENP8 inh
9	-1	-10	11	-9
10	-8	3	12	5
11	-6	1	-20	-8
12	1	3	-15	-6
13	25	-1	17	-4
14	9	9	-5	9
15	-2	2	9	6
16	5	1	6	-2
17	0	-2	-8	-2
18	-10	-1	1	2
19	-7	1	0	-4
20	7	91*	-29	90*

Following part.
entry	compound	Apaf1 inhib	HKDC1 inh	Jurkat NFkB inh	UBC13 polyUb
21	COc1cccc(-c2ncc3ccccc3c2COC(=O)N(C)C)c1	-9	-7	-1	2
22	C=CCN1C(=O)CSc2ccc(C(=O)N3CCC(C)CC3)cc21	1	-4	3	-2
23	CCN1CCN(c2ccc(S(=O)(=O)N3CCOCC3)cc2NC(=O)CCC(C)C)CC1	-1	-5	-1	-6
24	O=C1c2ccsc2SCCN1Cc1cccc(F)c1	2	-4	9	5
25	CC(C)(C)c1ccc(C(=O)NCC(=O)N/N=C/c2ccccc2OCC(=O)O)cc1	8	-13	-7	0
26	Cc1ccn2c(Nc3ccc4c(c3)OCO4)c(-c3ccccn3)nc2c1	17	6	-7	0
27	CCOC(=O)C1CCN(CC(=O)c2ccc(O)c(C)c2O)CC1	1	-3	4	-10
28	c1nc(N2CCCCCC2)c2[nH]cnc2n1	-2	2	-6	18
29	CC(C)(O)C#Cc1ccc(C(=O)NC2CCCCC2)s1	5	-5	-47	0
30	Cc1ccc(-c2nnn(CC(=O)N(c3ccccc3)C(C(=O)NCC3CCCO3)c3ccc(F)cc3)n2)o1 (centres undefined)	7	-7	6	-2

entry	Gli-Sufu block	SENP7 inh	697 NFkB inh	SENP8 inh
21	11	-4	2	11
22	4	9	3	-3
23	3	-2	-24	1
24	5	4	7	2
25	-18	6	9	2
26	16	6	-41	4
27	-14	21	15	-12
28	-4	-1	6	13
29	-42	-6	-48	-2
30	21	7	3	2

From no. 21 to 25, as listed above:
entry	compound	Apaf1 inhib	HKDC1 inh	Jurkat NFkB inh	UBC13 polyUb
21	COc1cccc(-c2ncc3ccccc3c2COC(=O)N(C)C)c1	-9	-7	-1	2
22	C=CCN1C(=O)CSc2ccc(C(=O)N3CCC(C)CC3)cc21	1	-4	3	-2
23	CCN1CCN(c2ccc(S(=O)(=O)N3CCOCC3)cc2NC(=O)CCC(C)C)CC1	-1	-5	-1	-6
24	O=C1c2ccsc2SCCN1Cc1cccc(F)c1	2	-4	9	5
25	CC(C)(C)c1ccc(C(=O)NCC(=O)N/N=C/c2ccccc2OCC(=O)O)cc1	8	-13	-7	0

entry	Gli-Sufu block	SENP7 inh	697 NFkB inh	SENP8 inh
21	11	-4	2	11
22	4	9	3	-3
23	3	-2	-24	1
24	5	4	7	2
25	-18	6	9	2

(further entries)
entry	compound	Apaf1 inhib	HKDC1 inh	Jurkat NFkB inh	UBC13 polyUb
31	Cc1cc(F)ccc1Oc1cc(NN2CCCCC2)c([N+](=O)[O-])cc1[N+](=O)[O-]	13	-2	-6	-2
32	Cc1nc(N2CCN(c3ccccn3)CC2)c2c(C)c(C(=O)Nc3ccc(Cl)cc3)sc2n1	13	0	11	?
33	CCOC(=O)c1c(/N=C/N(C)C)sc2c1CCC2	2	-4	4	4
34	Cc1cccc2c(SCC(=O)NCC3CCCO3)nc(-c3ccc(F)cc3)nc12 (centres undefined)	4	-4	-1	-3
35	COC(=O)c1nnn(CC(=O)Nc2cccc(Cl)c2)c1C(=O)OC	-8	-3	-7	10
36	CC(=O)NNC1=Nc2ccccc2N(C)C(C)C1 (centres undefined)	1	-2	2	6
37	COc1ccc(C(=O)/C=C2\Sc3ccccc3N2C)cc1	22	-5	-143	-6
38	CCOC(=O)COc1ccccc1C(=O)c1cnn(-c2ccccc2)c1	12	7	-35	5
39	N#Cc1ccc(/C=C/C(=O)c2ccccc2)cc1	11	17	5	4
40	O=c1c2ccccc2sn1-c1ccc(S(=O)(=O)N2CCCC2)cc1	-15	2	-6	16

entry	Gli-Sufu block	SENP7 inh	697 NFkB inh	SENP8 inh
31	-4	-15	-24	-13
32	10	8	10	-3
33	0	3	16	3
34	47	0	19	1
35	-5	2	-1	0
36	-4	1	6	-5
37	-109	53*	-150	48
38	-11	2	-60	-6
39	-5	-1	17	1
40	5	-6	16	29

Remaining list, next part
entry	compound	Apaf1 inhib	HKDC1 inh	Jurkat NFkB inh	UBC13 polyUb
41	O=C(Cc1cccs1)NNC(=S)NC(=O)c1ccco1	5	-12	2	-7
42	CCCn1c(C)cc(C(=O)COc2ccc(-c3nnco3)cc2)c1C	4	-1	9	-12
43	CC(C)(C)NS(=O)(=O)c1ccc2nc(NC(=O)c3ccc(N4C(=O)CCC4=O)cc3)sc2c1	-1	-1	-18	-1
44	CCOc1ccc(C(=O)NCC(=O)OCc2cc(C(C)=O)ccc2OC)cc1	5	-3	-9	0
45	CC(C)(C)NC(=O)CSc1ncnc2c1cnn2-c1ccccc1	4	-6	-6	6
46	O=C(c1ccccc1)c1c(-c2ccccc2)[nH]n(-c2ccccc2)c(=O)c1=O	5	0	0	-4
47	Cc1ccc(C)c(S(=O)(=O)Nc2nc3ccc(S(N)(=O)=O)cc3s2)c1	3	-7	1	2
48	C/C(=N\O)c1cc(Cl)ccc1O	-4	-2	3	-12
49	C(=N\n1cnnc1)/c1cn(-c2cccs2)nc1-c1ccccc1	-21	-2	3	14
50	O=C(CSc1nnnn1-c1ccc2c(c1)CCC2)Nc1ccc2c(c1)OCCO2	10	14	-14	-6

entry	Gli-Sufu block	SENP7 inh	697 NFkB inh	SENP8 inh
41	-2	-1	-1	-1
42	5	-5	-77	-12
43	-4	-9	12	2
44	-10	-5	13	-11
45	29	25	-36	19
46	9	0	2	-3
47	-2	3	10	1
48	3	-4	-13	-7
49	-20	1	-19	-4
50	1	-16	-11	-7

Other results:
entry	compound	Apaf1 inhib	HKDC1 inh	Jurkat NFkB inh	UBC13 polyUb
51	CCOC(=O)NC(CC(=O)O)c1ccc(OCC)cc1 (centres undefined)	-17	-5	7	15
52	O=C(NC(=S)N1CCN(c2nc(-c3ccccc3)cs2)CC1)c1cccnc1	15	-2	-11	1
53	CC(=O)Nc1ccc(S(=O)(=O)N2CCC(C(=O)NC3CCCC3)CC2)cc1	-4	-4	16	-1
54	Cc1cc(-c2n[nH]c(=S)n2Cc2ccco2)n(C)n1	3	-10	-10	-11
55	FC(F)(F)c1cccc(NC(=S)N2CCCCCC2)c1	-3	-8	-5	4
56	CCOC(=O)c1cnc2c(C(F)(F)F)cccc2c1N1CCOCC1	-6	-5	-5	1
57	CCc1ccc(-c2nc(SCC(=O)N3CCOCC3)n[nH]2)cc1	-10	-1	-9	-5
58	Cc1ccc(Nc2nc(N)nc(CSC(=S)N3CCOCC3)n2)c(C)c1	6	-6	-13	3
59	Cc1nc2ccccc2nc1OCc1ccccc1	-2	-2	4	17

entry	Gli-Sufu block	SENP7 inh	697 NFkB inh	SENP8 inh
51	-2	-5	13	-2
52	2	-12	9	-7
53	4	10	0	-8
54	-14	-2	-28	-11
55	-8	4	-12	9
56	5	2	-9	-2
57	-27	-9	-19	-9
58	-57	6	-52	-5
59	-8	-6	-2	-12
